Screening results from PubChem.
TCR act – Activators of T cell receptors: qHTS campaign; primary human leukocytes, anti-CD3, IL-2 HTRF, 48 h; Potency, µM (titrated, usually from 9.22 µM), for the others: at the highest dose activation of IL-2 secretion, hits mostly activators; 330,000 tested, under 10 active; also: % of control where 0% means no effect
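1) Mix primary human leukocytes, a-CD3 beads and compound. 2) Incubate 48 hr. 3) Add HTRF IL-2 reagents (a-IL-2-K, a-IL-2-d2).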
TSG101-PTAP inh – qHTS Assay for Iinhibitors of HIV-1 Budding by Blocking the Interaction of PTAP/TSG101; Tumor susceptibility gene 101 protein (Homo sapiens), Q99816; Fluorescence polarization, FITC-PTAP peptide / Tsg101 binding; Potency, µM (doses to about 115 µM), for inactives: top-dose activity change, negative = inhibition, hits mostly inhibitors; 340,000 tested, under 10 active; AID 493005, 2010; active = well fitted inhibition curve with a large enough effect in the main read-out, with a control signal flat, not every such curve was filed as active; inconclusive = small, poorly fitted or top-dose-only effect, or effect the other way, or a change in a side signal; inactive = no such curve, though single readings can be large or run the other way; also: potency is read from the fitted curve at half-maximal effect; % of control where 0% means no effect
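Steps: Tsg101 binding domain dispensed (10 uM final), compounds pinned in DMSO, FITC-labeled PTAP-motif peptide added (50 nM final); after 20 min binding at room temperature, polarization measured.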
A-T KAP1 phos – qHTS Assay for Identifying a Potential Treatment of Ataxia-Telangiectasia; actives 0.19% (n = 320,000); AID 485349, 2010; […] A-T fibroblasts, KAP-1 phosphorylation AlphaLISA; neocarzinostatin DNA damage 30 min before lysis; Potency, µM (series often up to 57.5 µM), inactives show at the top dose activation, actives largely listed as activators; also: potency is read from the fitted curve at half-maximal effect; % of control where 0% means no effect; nearly all actives have a fitted effect of over 45% in size
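hTERT-immortalized A-T patient fibroblasts ([…]), 500 cells/well in OPTI-MEM, 1% FBS, got compounds for 60 min, then NCS for 30 min at 37C. Lysates were then assayed for phospho-KAP-1 by AlphaLISA (anti-pKAP1 donor, anti-KAP1 acceptor beads), 6 hr at 25C.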
ELG1 DNA repair – qHTS screen for small molecules that inhibit ELG1-dependent DNA repair in human embryonic kidney (HEK293T) cells expressing luciferase-tagged ELG1; HEK293T ELG1-luciferase reporter, luminescence, 16 h; DNA damage induced by 5-fluorouridine; Potency, µM (series often up to 46.1 µM), for the others: at the highest dose activity change, negative = inhibition, actives largely listed as inhibitors; actives 2.3% (n = 330,000); also: potency is read from the fitted curve at half-maximal effect; % is scaled to controls: 0 for no effect and ±100 for the full control effect; nearly all actives have a fitted effect of over 55% in size
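Step one: seed 2,000 cells per well. Step two: pin-transfer compound or DMSO alongside 5-fluorouridine. Step three: incubate 16 hr, 37 °C, 5% CO2. Step four: add ONE-Glo, wait 30 min, read luminescence.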
BRCA1 expr up – qHTS Assay to Identify Small Molecule Activators of BRCA1 Expression; MCF7-BRCA1-FFLuc reporter, luminescence, 48 h; response scale: scaled: vehicle 0%, 10 µM genistein 100%; Potency, µM (titrated, usually from 46.1 µM), inactives show at the top dose activation, most hits filed as activators; actives 1.1% (n = 380,000); AID 624202, 2012; also: potency is read from the fitted curve at half-maximal effect; nearly all actives have a fitted effect of over 80% in size; some results filed as inactive show a strong effect at the top dose
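MCF7 cells carrying a BRCA1-firefly luciferase reporter (2000 cells/well, phenol-red free MEM) were attached for 2 h at 37 °C, then given compounds for 48 h. Luminescence was read 15 min after luciferase reagent; activity normalized to genistein (10 microM) and DMSO.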
p53 reactivation – qHTS assay for re-activators of p53 using a Luc reporter; actives 0.063% (n = 320,000); H1299 p53-A138V BP100-luciferase reporter, luminescence, 24 h; Potency, µM (top dose mostly 92.2 µM), for inactives: at the highest dose activity change, positive = activation, hits mostly activators; also: potency is read from the fitted curve at half-maximal effect; % of control where 0% means no effect; nearly all actives have a fitted effect of over 45% in size
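H1299 (p53-null), stable ts p53-A138V + BP100-Luc; 1000 cells/well, Opti-MEM/10% FBS; cpd 4 pt, 1:5; 24 h, 37 deg C, 5% CO2; detection reagent 10 min RT; luminescence.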
TRPV1 agonist – HTS Assay for Compounds that Act as Agonists of the Vanilloid Receptor 1; Transient receptor potential cation channel subfamily V member 1 (Homo sapiens), Q8NER1; TRPV1-expressing cells, Fluo-8 calcium influx, agonist mode; activation, % at 8.33 µM; actives 0.19% (n = 320,000); in the data active = activation above about 80%; inconclusive = between about 30% and that limit; also: 0% is about no effect
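Cells expressing TRPV1 were dye-loaded with Fluo-8 and read kinetically: 10 s baseline, 3 min after compound (agonist portion), then 2 min after EC20 capsaicin (allosteric enhancer portion). Calcium-bound dye fluorescence at 480/520 nm.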
a7 integrin act – qHTS for Activators of Integrin-Mediated Alleviation for Muscular Dystrophy; Potency, µM (doses to about 38.3 µM), inactives show at the highest dose activation, actives largely listed as activators; actives 0.064% (n = 350,000); alpha7betagal myoblasts, beta-gal FDG fluorescence, 48 h; AID 624291, 2012;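 also: potency is read from the fitted curve at half-maximal effect; 100% = response of the positive control SU9516; nearly all actives have a fitted effect of over 60% in size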
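Alpha7betagal+/- myoblasts (passage 13) were plated 16-24 hr, then exposed to compounds (1:260 dilution of DMSO stock) for 48 hours at 37C. After MPER lysis, β-galactosidase reporter activity was read as FDG fluorescence (ex 480/em 540) after 30 minutes.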
CXXC DNA block – qHTS Fluorescence Polarization Assay for Inhibitors of MLL CXXC domain - DNA interaction | Histone-lysine N-methyltransferase 2A (Homo sapiens), Q03164 | MLL-CXXC / FITC-HOXA9 DNA fluorescence polarization | Potency, µM (series often up to 115 µM), for inactives: at the highest dose activity change, negative = inhibition, actives largely listed as inhibitors | actives 0.037% (n = 290,000) | AID 2662, 2010; active = well fitted inhibition curve with a large enough effect in the polarisation, with a control signal flat, not every such curve was filed as active; inconclusive = small, poorly fitted or top-dose-only effect, or effect the other way, or a change in a side signal; inactive = no such curve, though single readings can be large or run the other way; the % refers to the polarisation; also: potency is read from the fitted curve at half-maximal effect
Target sequence (Q03164 whole entry, looked up, the tested form may be a part): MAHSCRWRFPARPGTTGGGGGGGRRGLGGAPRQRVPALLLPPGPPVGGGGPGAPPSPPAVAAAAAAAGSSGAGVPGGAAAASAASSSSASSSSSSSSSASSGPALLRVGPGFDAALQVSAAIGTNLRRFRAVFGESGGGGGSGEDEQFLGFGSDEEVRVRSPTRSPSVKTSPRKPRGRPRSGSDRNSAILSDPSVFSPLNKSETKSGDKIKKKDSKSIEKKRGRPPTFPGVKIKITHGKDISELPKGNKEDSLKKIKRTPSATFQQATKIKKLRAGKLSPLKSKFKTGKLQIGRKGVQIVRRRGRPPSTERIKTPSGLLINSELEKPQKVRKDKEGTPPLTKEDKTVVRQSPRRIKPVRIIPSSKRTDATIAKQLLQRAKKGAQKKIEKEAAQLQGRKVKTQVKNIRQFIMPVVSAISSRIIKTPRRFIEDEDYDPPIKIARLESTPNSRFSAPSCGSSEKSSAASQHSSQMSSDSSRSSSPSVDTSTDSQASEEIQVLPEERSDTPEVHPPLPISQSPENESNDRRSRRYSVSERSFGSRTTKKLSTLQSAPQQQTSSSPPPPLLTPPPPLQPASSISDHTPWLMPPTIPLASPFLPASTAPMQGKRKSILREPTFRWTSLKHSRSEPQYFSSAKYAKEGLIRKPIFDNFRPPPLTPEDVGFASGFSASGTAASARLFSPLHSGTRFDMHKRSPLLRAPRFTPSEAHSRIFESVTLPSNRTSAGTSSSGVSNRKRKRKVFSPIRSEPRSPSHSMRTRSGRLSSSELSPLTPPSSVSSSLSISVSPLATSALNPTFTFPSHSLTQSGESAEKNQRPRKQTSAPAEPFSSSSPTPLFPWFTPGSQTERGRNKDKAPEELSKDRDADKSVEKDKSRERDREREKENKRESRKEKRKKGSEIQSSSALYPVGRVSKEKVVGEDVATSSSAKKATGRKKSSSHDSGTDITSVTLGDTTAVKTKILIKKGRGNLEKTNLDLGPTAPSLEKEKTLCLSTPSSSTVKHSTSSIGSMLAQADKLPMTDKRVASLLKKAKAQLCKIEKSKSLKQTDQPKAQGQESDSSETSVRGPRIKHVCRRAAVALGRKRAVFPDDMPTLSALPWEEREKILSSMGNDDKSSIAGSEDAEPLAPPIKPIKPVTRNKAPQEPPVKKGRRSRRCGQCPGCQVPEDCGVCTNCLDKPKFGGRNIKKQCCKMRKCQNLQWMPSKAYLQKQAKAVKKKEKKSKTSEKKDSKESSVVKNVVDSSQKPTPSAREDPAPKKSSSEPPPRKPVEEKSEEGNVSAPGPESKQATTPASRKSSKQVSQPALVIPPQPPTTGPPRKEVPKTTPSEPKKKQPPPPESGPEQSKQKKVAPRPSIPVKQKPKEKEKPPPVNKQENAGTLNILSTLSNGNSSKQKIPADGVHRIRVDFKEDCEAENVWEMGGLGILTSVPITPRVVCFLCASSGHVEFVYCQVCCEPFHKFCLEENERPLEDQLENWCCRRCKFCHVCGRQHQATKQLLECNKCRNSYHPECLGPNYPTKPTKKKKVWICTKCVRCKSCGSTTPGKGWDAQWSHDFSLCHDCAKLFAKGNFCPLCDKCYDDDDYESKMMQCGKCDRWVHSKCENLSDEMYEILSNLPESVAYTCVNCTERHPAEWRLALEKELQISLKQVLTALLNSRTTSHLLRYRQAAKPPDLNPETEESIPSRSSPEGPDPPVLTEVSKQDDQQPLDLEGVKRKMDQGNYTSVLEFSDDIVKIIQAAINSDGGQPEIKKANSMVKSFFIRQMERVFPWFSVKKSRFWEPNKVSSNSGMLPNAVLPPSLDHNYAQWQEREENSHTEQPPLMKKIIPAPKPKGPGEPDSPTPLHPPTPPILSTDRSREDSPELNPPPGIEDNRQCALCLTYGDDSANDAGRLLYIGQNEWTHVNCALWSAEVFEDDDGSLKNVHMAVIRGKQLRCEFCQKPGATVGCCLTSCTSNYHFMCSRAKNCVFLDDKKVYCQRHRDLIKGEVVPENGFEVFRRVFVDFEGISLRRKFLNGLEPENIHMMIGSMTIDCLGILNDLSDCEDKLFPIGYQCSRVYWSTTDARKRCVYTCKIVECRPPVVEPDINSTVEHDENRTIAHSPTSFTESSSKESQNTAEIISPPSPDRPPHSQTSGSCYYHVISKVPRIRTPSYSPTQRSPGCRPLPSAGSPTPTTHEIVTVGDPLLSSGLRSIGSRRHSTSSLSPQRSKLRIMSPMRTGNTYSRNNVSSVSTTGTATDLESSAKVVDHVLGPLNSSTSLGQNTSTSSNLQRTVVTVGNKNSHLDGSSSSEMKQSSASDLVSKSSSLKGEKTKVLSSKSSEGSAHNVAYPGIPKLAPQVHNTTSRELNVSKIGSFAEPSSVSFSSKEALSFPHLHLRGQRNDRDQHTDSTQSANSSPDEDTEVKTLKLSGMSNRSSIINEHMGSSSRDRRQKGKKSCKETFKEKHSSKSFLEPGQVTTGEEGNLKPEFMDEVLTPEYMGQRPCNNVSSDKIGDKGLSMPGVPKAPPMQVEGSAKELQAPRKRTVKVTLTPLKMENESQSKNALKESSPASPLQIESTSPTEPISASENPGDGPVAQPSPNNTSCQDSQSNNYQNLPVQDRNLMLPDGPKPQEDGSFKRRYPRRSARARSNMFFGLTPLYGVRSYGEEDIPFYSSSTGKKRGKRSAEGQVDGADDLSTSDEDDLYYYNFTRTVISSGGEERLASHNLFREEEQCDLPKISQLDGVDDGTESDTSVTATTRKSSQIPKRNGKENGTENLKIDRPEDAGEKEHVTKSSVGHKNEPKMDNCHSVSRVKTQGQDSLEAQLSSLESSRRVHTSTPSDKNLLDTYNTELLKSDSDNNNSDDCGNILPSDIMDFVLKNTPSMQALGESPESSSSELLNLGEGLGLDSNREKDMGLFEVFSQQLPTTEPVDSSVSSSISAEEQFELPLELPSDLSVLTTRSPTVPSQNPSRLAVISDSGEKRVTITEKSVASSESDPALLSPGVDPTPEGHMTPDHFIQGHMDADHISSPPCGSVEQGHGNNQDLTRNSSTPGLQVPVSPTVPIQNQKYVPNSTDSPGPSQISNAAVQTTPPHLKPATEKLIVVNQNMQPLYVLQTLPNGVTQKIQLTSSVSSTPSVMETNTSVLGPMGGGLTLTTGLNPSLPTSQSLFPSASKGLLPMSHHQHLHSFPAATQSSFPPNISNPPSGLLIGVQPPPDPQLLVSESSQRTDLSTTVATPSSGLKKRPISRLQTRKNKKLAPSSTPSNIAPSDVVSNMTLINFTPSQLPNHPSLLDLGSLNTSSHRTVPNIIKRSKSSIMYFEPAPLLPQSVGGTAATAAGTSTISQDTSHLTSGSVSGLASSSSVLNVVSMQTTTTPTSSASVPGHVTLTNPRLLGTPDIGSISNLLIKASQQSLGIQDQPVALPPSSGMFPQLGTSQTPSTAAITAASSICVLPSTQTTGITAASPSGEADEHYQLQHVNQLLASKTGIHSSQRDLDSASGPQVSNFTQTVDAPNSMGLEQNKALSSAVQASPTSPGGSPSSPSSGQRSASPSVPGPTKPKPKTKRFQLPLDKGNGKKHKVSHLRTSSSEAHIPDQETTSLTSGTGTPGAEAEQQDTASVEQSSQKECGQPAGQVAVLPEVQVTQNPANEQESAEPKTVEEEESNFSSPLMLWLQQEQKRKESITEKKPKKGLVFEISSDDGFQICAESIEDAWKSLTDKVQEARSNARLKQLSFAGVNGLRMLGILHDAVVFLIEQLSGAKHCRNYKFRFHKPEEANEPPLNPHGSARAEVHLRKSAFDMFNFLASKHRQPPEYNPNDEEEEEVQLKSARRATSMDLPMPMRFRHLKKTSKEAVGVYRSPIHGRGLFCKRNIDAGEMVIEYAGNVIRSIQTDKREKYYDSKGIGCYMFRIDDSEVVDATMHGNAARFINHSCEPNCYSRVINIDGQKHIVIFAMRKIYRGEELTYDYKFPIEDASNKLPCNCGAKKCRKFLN
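Purified MLL-CXXC (added from a 7 uM solution) was preincubated 5 min at ambient with pinned compounds in 50 mM Tris-HCl pH 7.5, 50 mM NaCl, 1 mM DTT, 0.05% BSA. Fluorescein-labeled HOX-A9 DNA (50 nM solution) followed, 30 min, then polarization read.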
B2AR arrestin – qHTS assay of beta-arrestin-biased ligands of beta2-adrenergic receptor. AID 492947, 2010. Potency, µM (series often up to 46.1 µM), for inactives: top-dose activation, actives largely listed as activators. beta-arrestin recruitment to beta2AR, cell-based reporter. actives 0.02% (n = 330,000). Beta-2 adrenergic receptor (Homo sapiens), P07550;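 also: potency is read from the fitted curve at half-maximal effect; 0% = DMSO controls and full agonism = EC100 isoproterenol or metaproterenol; nearly all actives have a fitted effect of over 65% in size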
* marks the source's active call; other numbers are inactive results; ? = inconclusive; . = no result given; & = joins results of further samples; [ ] = dose if it differs, or a comment. Unless noted, calls follow the shape of the dose curve; as a rule, active = well fitted curve in the direction sought with a large enough effect; inconclusive = small, poorly fitted or top-dose-only effect, or another doubt; inactive = no such curve, though single readings can be large; an effect the other way counts as inactive or inconclusive. This is a random part of the collection; any-hit rate near 3.8%.

cpd	canonical_smiles	TCR act	TSG101-PTAP inh	A-T KAP1 phos	ELG1 DNA repair	BRCA1 expr up	p53 reactivation	TRPV1 agonist	a7 integrin act	CXXC DNA block	B2AR arrestin
1	CCC(C)(C)C1CCc2[nH]nc(C(=O)NCCNC(=O)OC(C)(C)C)c2C1 (stereo not given)	-4%	5%	0%	?	0%	-8%	11	13%	.	0.0%
2	COc1ccc(C(=O)NC(=S)N2CCNC(=O)C2CC(=O)OC(C)C)cc1 (stereo not given)	-3%	-4%	20%	1%	0%	?	2	-33%	2%	-0.4%
3	CC(=O)c1ccc(NC(=O)Nc2cccc(Cl)c2)cc1	-56%	-6%	-3%	?	7.1µM*	?	?	1%	3%	0.2%
4	Cc1noc(C)c1C(=O)N1CCN(S(=O)(=O)c2cccs2)CC1	0%	-1%	.	.	-18%	.	.	-2%	.	.
5	CCN(C(=O)c1cc2c(=O)n3ccccc3nc2s1)C1CCCCC1	2%	-6%	12%	?	91%	4%	6	4%	-8%	0.3%
6	CN(Cc1ccccc1)S(=O)(=O)c1cn(C)cn1	0%	-2%	-2%	12%	-3%	0%	3	?	4%	0.0%
7	Cc1nc2ncnn2c(N2CCN(C(=O)Cc3cccs3)CC2)c1C	0%	-7%	.	.	-19%	.	3	-33%	5%	.
8	Cc1ccc(Cn2c(=O)n(CCC(=O)NCc3ccc4c(c3)OCO4)c(=O)c3ccccc32)cc1	.	-5%	1%	?	-33%	0%	-1	-15%	48%[activator]	0.5%
9	Cc1cccc(NC(=O)CSc2nnc(NC(=O)C3CC3)s2)c1C	-1%	0%	-2%	25%	-7%	14%	4	3%	-5%	-0.3%
10	O=C1CC[C@H](O)CCN1[C@H](CSc1ccccc1)Cc1ccccc1	3%	.	16%	-14%	10%	.	9	28%	-1%	0.2%
11	NS(=O)(=O)c1ccc(CNC(=O)/C=C/c2ccc(Cl)c(Cl)c2)cc1	6%[46.1 µM]	1%	-6%	13%	-7%	-8%	23	-13%	18%	-0.5%
12	Cc1cc(-c2onc(C)c2C(=O)Nc2ccc(C(F)(F)F)cc2)no1	-1%	-3%	-10%	-10%	-4%	3%	.	5%	-13%	-0.4%
13	O=C(COC(=O)C1CCN(c2ccc(C(F)(F)F)cn2)CC1)Nc1ccc(F)cc1[N+](=O)[O-]	-2%	-5%	5%	21%	1%	14%	2	5%	.	-0.1%
14	C=CCN(C(=O)Nc1ccccc1)C1CC(=O)N(c2ccc(OC)cc2)C1=O (stereo not given)	-6%	-5%	-3%	-12%	-20%	-13%	-1	-15%	16%	0.0%
15	CC(=O)Nc1ccc(C(=O)N2CC(=O)NC(=O)C2)cc1	6%	-2%	-19%	0%	16%	4%	2	-3%	6%	-0.1%

An excerpt of these results, screen by screen:
10: O=C1CC[C@H](O)CCN1[C@H](CSc1ccccc1)Cc1ccccc1
11: NS(=O)(=O)c1ccc(CNC(=O)/C=C/c2ccc(Cl)c(Cl)c2)cc1
12: Cc1cc(-c2onc(C)c2C(=O)Nc2ccc(C(F)(F)F)cc2)no1
13: O=C(COC(=O)C1CCN(c2ccc(C(F)(F)F)cn2)CC1)Nc1ccc(F)cc1[N+](=O)[O-]

| Compound | 10 | 11 | 12 | 13 |
| --- | --- | --- | --- | --- |
| TCR act | 3% | 6%[46.1 µM] | -1% | -2% |
| TSG101-PTAP inh | . | 1% | -3% | -5% |
| A-T KAP1 phos | 16% | -6% | -10% | 5% |
| ELG1 DNA repair | -14% | 13% | -10% | 21% |
| BRCA1 expr up | 10% | -7% | -4% | 1% |
| p53 reactivation | . | -8% | 3% | 14% |
| TRPV1 agonist | 9 | 23 | . | 2 |
| a7 integrin act | 28% | -13% | 5% | 5% |
| CXXC DNA block | -1% | 18% | -13% | . |
| B2AR arrestin | 0.2% | -0.5% | -0.4% | -0.1% |

Next structures follow:
cpd	canonical_smiles	TCR act	TSG101-PTAP inh	A-T KAP1 phos	ELG1 DNA repair	BRCA1 expr up	p53 reactivation	TRPV1 agonist	a7 integrin act	CXXC DNA block	B2AR arrestin
16	CCC(C)(NC(=O)c1ccccc1)C(=O)O (stereo not given)	-1%[46.1 µM]	4%	1%	10%	54%	-10%	0	1%	-1%	-3.4%
17	Cc1onc(-c2ccccc2)c1C(=O)Nc1cccc(OC(C)C)c1	-10%	-8%	9%	?	-38%	-10%	.	-9%	5%	-0.1%
18	Cc1cccc(C2=NN(c3ccccc3)[C@@H](C(=O)N3CCOC3=O)[C@@H]2c2ccccc2)c1	-3%[46.1 µM]	12%	16%	-12%	-10%	-4%	.	-9%	.	2.9%
19	N#Cc1ccccc1	0%	0%	-2%	11%	0%	-7%	0	.	.	0.3%
20	Cc1ccc(NC(=O)CN(C)C(=O)CSc2nccn2C)cc1	3%[46.1 µM]	-4%	-4%	?	-10%	-8%	.	40%	.	-1.9%
21	O=C(Nc1nc2c(F)cc(F)cc2s1)c1ccc([N+](=O)[O-])o1	2%	-3%	6%	?	-26%	?	?	-3%	.	0.0%
22	Cc1noc(C)c1CSCC(=O)Nc1nc2c(F)cc(F)cc2s1	-6%	2%	-8%	-1%	-20%	7%	1	16%	.	2.5%
23	COc1ccc2nc(N3CCN(C(=O)c4ccc([N+](=O)[O-])o4)CC3)sc2c1	-2%	-5%	1%	-23%	-55%	?	11	-56%[inhibitor]	.	-0.2%
24	CC(C)(C)c1cc(/C=N/O)cc(C(C)(C)C)c1O	1%[46.1 µM]	-2%	0%	?	-16%	-14%	1	10%	-4%	-0.3%
25	CC(=O)c1ccc(-c2cccs2)s1	5%	-1%	6%	5%	29%	10%	10	14%	1%	0.4%
26	CCN1C(=O)[C@H]2[C@@H](c3ccc(-c4ccc(F)cc4)cc3)N[C@@](Cc3ccccc3)(C(=O)OC)[C@H]2C1=O	-10%	1%	12%	?	-6%	6%	-2	-17%	.	0.0%
27	COc1ccc(/C=C(\NC(=O)c2ccc(OCC(C)C)cc2)C(=O)OCc2ccco2)cc1	-3%[46.1 µM]	2%	8%	-14%	-21%	-4%	1	6%	-2%	0.3%
28	CC1CC(C)CN(C(=O)Cn2c(=O)c3cccn3c3cccnc32)C1 (stereo not given)	2%	0%	7%	?	-16%	-1%	3	-15%	14%	0.1%
29	Cc1csc(NS(=O)(=O)c2cccc([N+](=O)[O-])c2)n1	2%	-1%	-3%	-10%	-4%	-2%	2	-18%	-3%	0.0%
30	O=c1oc2ccccc2cc1-c1ccccc1	0%	-1%	0%	?	?	27%	?	0%	2%	-0.1%
31	CCOc1ccccc1NC(=O)COC(=O)CC(C)(C)CC1=NS(=O)(=O)c2ccccc2N1	5%	-4%	1%	-17%	-19%&-49%	-2%	8	-29%	1%	0.1%
32	CCOc1ncnc2c1[nH]c1ccccc12	-10%	-2%	2%	?	16%	0%	?	0%	9%	-0.1%
33	COC(=O)C1=C(C)NC2=C(C(=O)CC(c3cccs3)C2)C1c1ccsc1 (stereo not given)	14%	-3%	9%	?	-80%	-2%	12	-40%	-5%	-0.1%
34	COC(=O)c1ccc(C2C(C(=O)c3cc4ccccc4o3)=C(O)C(=O)N2c2cc(C)on2)cc1 (stereo not given)	3%	-1%	-13%	13%	0%	-6%	0	2%	10%	0.1%
35	COC(=O)c1cc(OC)c(OC)cc1NC(=O)c1cc(C(C)(C)C)oc1C	-2%	-1%	3%	?	2%	2%	1	-22%	-3%	-0.8%
36	COC(=O)Cn1c(=O)oc2ccc(C)cc21	4%	-2%	0%	-5%	-9%	1%	0	-22%	-3%	0.0%
37	Cc1cc(C(=O)N/N=C/c2cn(C)nc2C)c2ccccc2n1	-2%	0%	6%	-7%	-13%	3%	1	15%	20%	0.2%

From no. 14 as far as 15, as listed above:
cpd	canonical_smiles	TCR act	TSG101-PTAP inh	A-T KAP1 phos	ELG1 DNA repair	BRCA1 expr up	p53 reactivation	TRPV1 agonist	a7 integrin act	CXXC DNA block	B2AR arrestin
14	C=CCN(C(=O)Nc1ccccc1)C1CC(=O)N(c2ccc(OC)cc2)C1=O (stereo not given)	-6%	-5%	-3%	-12%	-20%	-13%	-1	-15%	16%	0.0%
15	CC(=O)Nc1ccc(C(=O)N2CC(=O)NC(=O)C2)cc1	6%	-2%	-19%	0%	16%	4%	2	-3%	6%	-0.1%
